KCNQ2 inh: KCNQ2 potassium channel inhibitors, primary screen, cell-based, CHO-K1, FluxOR thallium flux, B-score (AID 2156); 20 min; active compounds read low; B-score at 10 µM; actives 1.1% (n = 310,000);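 active = fluorescence ratio B-score at most minus 3 library SDs, with starting brightness B-score within 2 library SDs, cut at about -5.5 in these data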
Target sequence (O88943 whole entry, looked up): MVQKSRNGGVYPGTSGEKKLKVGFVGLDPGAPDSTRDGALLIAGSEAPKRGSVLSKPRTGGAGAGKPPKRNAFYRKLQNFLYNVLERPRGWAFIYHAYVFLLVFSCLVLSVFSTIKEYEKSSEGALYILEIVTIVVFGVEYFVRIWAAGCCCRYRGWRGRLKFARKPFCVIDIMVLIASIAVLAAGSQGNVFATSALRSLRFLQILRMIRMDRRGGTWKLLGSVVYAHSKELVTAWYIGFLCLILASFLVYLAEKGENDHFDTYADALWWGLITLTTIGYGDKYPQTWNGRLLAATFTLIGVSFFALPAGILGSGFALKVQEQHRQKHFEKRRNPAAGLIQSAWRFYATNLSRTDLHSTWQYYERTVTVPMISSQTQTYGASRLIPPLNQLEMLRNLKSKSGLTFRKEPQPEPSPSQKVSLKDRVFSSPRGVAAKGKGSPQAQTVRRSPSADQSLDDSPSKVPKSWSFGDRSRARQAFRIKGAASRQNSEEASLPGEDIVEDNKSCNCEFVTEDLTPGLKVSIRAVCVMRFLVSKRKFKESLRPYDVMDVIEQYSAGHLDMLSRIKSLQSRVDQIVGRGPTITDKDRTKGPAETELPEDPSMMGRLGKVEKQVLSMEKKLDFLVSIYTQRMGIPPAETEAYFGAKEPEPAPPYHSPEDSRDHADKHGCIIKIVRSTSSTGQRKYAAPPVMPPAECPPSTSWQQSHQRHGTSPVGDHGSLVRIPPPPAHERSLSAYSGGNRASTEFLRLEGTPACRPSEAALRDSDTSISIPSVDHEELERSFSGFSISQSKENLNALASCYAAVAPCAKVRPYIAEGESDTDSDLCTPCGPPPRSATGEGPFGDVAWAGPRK
Kir21 block: inhibitors of mouse Kir2.1 inward-rectifier potassium channel; Inward rectifier potassium channel 2 (Mus musculus), P35561; HEK293-Kir2.1, FluxOR thallium flux fluorescence; active compounds read low; B-score at 10 µM; actives 0.85% (n = 310,000); AID 1672, 2009;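 active = fluorescence ratio B-score at or below minus 3 SD of library scores, with starting-brightness B-score within 2 SD, cut at about -4.2 in these data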;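 note: channel flux triggered by added potassium and thallium sulfate stimulus; B-score of peak minus minimum fluorescence over baseline after thallium stimulus; more negative B-score means stronger Kir2.1 block with less thallium influx; some compounds called inactive have numbers as strong as hits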
* marks the source's active call; other numbers are inactive results; i = inactive.

No.	SMILES	KCNQ2 inh	Kir21 block
1	CC1=C/C(=C\C=C(C#N)C#N)N(C)c2ccccc21	i	-1.66
2	O=C(OCC(=O)c1ccc(Cl)cc1Cl)c1ccc2c(c1)C(=O)N(c1cccc3ncccc13)C2=O	i	0.36
3	O=C(Cn1nnc(-c2ccccc2)n1)N/N=C/c1cccc([N+](=O)[O-])c1O	i	1.13
4	O=C(N/N=C/c1ccccc1OCC(=O)N1CCCC1)C(=O)Nc1ccccc1F	i	1.29
5	CC(C)=C(NC(=O)c1ccccc1)C(=O)N/N=C(\C)c1ccccc1O	i	-0.73
6	COc1ccc(NC(=S)NCCCN2CCCC2)cc1	i	0.03
7	CCO[C@@H]1OC(C(=O)NC2CC2)=C[C@H](c2ccc3c(c2)OCO3)[C@H]1CCCO	i	1.6
8	CN(Cc1ccccc1)C(=O)c1cccc(C(=O)N(C)Cc2ccccc2)c1	i	-1.84
9	Cc1cc2nc(C3CCN(Cc4nnnn4Cc4ccccc4)CC3)[nH]c2cc1C	i	0.4
10	Cc1cc2c(cn1)C(CCC#N)(CCC#N)c1ccccc1-2	i	0.84
11	CCOc1ccc(NC(=O)CSc2n[nH]c(N)n2)c([N+](=O)[O-])c1	i	0.81
12	O=C(Nc1nnc(-c2ccccc2Cl)o1)c1nc2ccccc2s1	i	-0.4
13	C=CCSc1ncccc1C(=O)NCCc1ccccc1	i	0.13
14	O=C(CSc1n[nH]c(-c2cccs2)n1)N1CCN(S(=O)(=O)c2ccc3ccccc3c2)CC1	i	-0.07
15	NS(=O)(=O)c1cc2c(cc1Cl)NC(C1C[C@H]3C=C[C@@H]1C3)NS2(=O)=O (stereo partly specified)	i	0.45
16	CCN1CCN(c2ccc(S(=O)(=O)N3CCOCC3)cc2NC(=O)/C=C/c2ccc([N+](=O)[O-])cc2)CC1	i	-2.52
17	CC(=O)c1ccc2c(c1)OCCOCCOCCO2	i	1.06
18	COc1ccccc1C(=O)OCc1ccc2sc(C)nc2c1	i	-0.99
19	COc1cccc(CNc2ccc([N+](=O)[O-])cc2C)c1	i	-0.98
20	O=C(CN1CCC(C(=O)c2ccc3c(c2)OCCO3)CC1)NCc1ccccc1	i	-0.02

Part of the list above in another layout:
(5) CC(C)=C(NC(=O)c1ccccc1)C(=O)N/N=C(\C)c1ccccc1O
  KCNQ2 inh: i; Kir21 block: -0.73
(9) Cc1cc2nc(C3CCN(Cc4nnnn4Cc4ccccc4)CC3)[nH]c2cc1C
  KCNQ2 inh: i; Kir21 block: 0.4

Entries of single compounds, quoted from the list. Order of screens: KCNQ2 inh | Kir21 block
Shown for O=C(N/N=C/c1ccccc1OCC(=O)N1CCCC1)C(=O)Nc1ccccc1F → i | 1.29
Shown for O=C(Cn1nnc(-c2ccccc2)n1)N/N=C/c1cccc([N+](=O)[O-])c1O → i | 1.13
Shown for O=C(Nc1nnc(-c2ccccc2Cl)o1)c1nc2ccccc2s1 → i | -0.4
Shown for CN(Cc1ccccc1)C(=O)c1cccc(C(=O)N(C)Cc2ccccc2)c1 → i | -1.84
Shown for CCN1CCN(c2ccc(S(=O)(=O)N3CCOCC3)cc2NC(=O)/C=C/c2ccc([N+](=O)[O-])cc2)CC1 → i | -2.52

Following part
No.	SMILES	KCNQ2 inh	Kir21 block
21	CCCOC1CCCN(C(=O)c2cc(COc3ccc(F)c(F)c3)on2)C1 (stereo unspecified)	i	0.52
22	O=C(/C=C/c1ccc2ccccc2n1)N1CCN(S(=O)(=O)c2ccc(F)cc2)CC1	i	0.83
23	Cc1ccc(SCC(=O)Nc2cccc(C)c2)cc1	i	-0.14
24	CCc1nccn1CCC(=O)N1CCCC(N2CCN(c3ccccc3F)CC2)C1 (stereo unspecified)	i	0.33
25	COc1cccc(C(=O)N2CCN(C3CCC(c4ccccc4)CC3)CC2)c1OC (stereo unspecified)	i	-0.13
26	Clc1ccc(-c2ccnc(Oc3ccc4ccccc4c3)n2)cc1	i	-0.01
27	Cc1ccc(S(=O)(=O)N(C)C)cc1NC(=O)c1ccccc1Br	i	0.62
28	O=c1c2c3c(sc2nc2sc(CN4CCCCC4)cn12)CCCC3	i	0.69
29	CCOc1cccc(NC(=O)CSc2sc3c(O)cc(=O)[nH]c3c2C#N)c1	i	0.41
30	Cc1ccc(C(=O)OCC(=O)NCC2CCCO2)c(C)c1 (stereo unspecified)	i	-0.7
31	COc1cccc(CNC(=O)CCS(=O)(=O)c2ccc3c(c2)NC(=O)C(C)S3)c1 (stereo unspecified)	i	0.03
32	COc1ccc(OC)c2[nH]c(=O)c(CCNC(=O)C(C)(C)C)cc12	i	-2.5
33	CCCCn1nc(NC(=O)COC)c2cc3ccc(C)cc3nc21	i	1.63
34	C/C(=N\NC(N)=O)c1ccccc1	i	0.04
35	Cc1nn(CCc2nn[nH]n2)c2nc(C(F)(F)F)cc(C(F)(F)F)c12	i	-0.17
36	COc1ccc(NC(=O)Nc2nccs2)cc1	i	1.68
37	O=Cc1c(N2CCSCC2)nc2ccccn2c1=O	i	-0.52
38	CN(C(=O)CSC1=NC2C(N=N1)c1cc(Br)ccc1N2C)C1CCCCC1 (stereo unspecified)	i	-1.03
39	S=c1nc(C2CCCCC2)n(-c2ccccc2)[nH]1	i	-0.41
40	CCCCc1nnc(NC(=O)C23CC4CC(CC(NC(C)=O)(C4)C2)C3)s1	i	0.83
41	O=C(NCC1CCCO1)C(=O)NCC(c1ccco1)N1CCN(c2ccccc2)CC1 (stereo unspecified)	i	-1.04
42	COC(=O)c1cc(Br)c(=O)n(CCc2ccc(O)cc2)c1	i	-1.44
43	COC(=O)Cc1cccc2c(=O)c3ccccc3oc12	i	-0.4
44	O=C(N/N=C/c1ccc(N2CCOCC2)s1)c1ccccc1Br	i	-0.25
45	C=CCNc1nnc(C)c2ccccc12	i	0.49
46	O=C(NCc1ccncc1)C(=O)Nc1nc2ccccc2s1	i	0.27
47	CCC(=O)OCC(=O)c1cc(C)n(-c2ccc(Br)cc2)c1C	i	0
48	CCOC(=O)C1CC(c2ccccc2)=NNC1=O (stereo unspecified)	i	-0.8
49	CCOC(=O)N1CCN(S(=O)(=O)c2ccc(C(=O)Nc3sc4c(c3C(N)=O)CCN(CC)C4)cc2)CC1	i	0.14
50	Cn1c(=O)c2c(ncn2CC(=O)OCC(=O)NCc2ccccc2Cl)n(C)c1=O	i	-0.12
51	Cc1cc(=O)oc2c3c(cc(OCC(=O)NCC(=O)N[C@H](C(=O)O)C(C)C)c12)OC(C)(C)CC3	i	0.9
52	O=C1CCCC(=O)N1c1ccc(Oc2ccc(Cl)cc2)cc1	i	-0.15
53	O=C(c1ccc2ncsc2c1)N1CCCC(C(F)(F)F)C1 (stereo unspecified)	i	0.58
54	CCOC(=O)N1CCN(c2cc(=O)n(C3CCCCC3)c(=O)[nH]2)CC1	i	0.36
55	OC(CNCC1CCCO1)Cn1c2ccc(Br)cc2c2cc(Br)ccc21 (stereo unspecified)	i	-0.02
56	O=C(c1ccc(-c2nnc(-c3ccccc3)o2)cc1)N1CCCCCC1	i	-0.01
57	CCOC(=O)Cn1nnc(-c2ccc([N+](=O)[O-])cc2)n1	i	0.87
58	O=C(N[C@H](C(=O)O)c1ccccc1)C1CCC(Cn2cnc3ccccc3c2=O)CC1 (stereo partly specified)	i	1.9
59	CC(=O)c1c(C)n(-c2ccccc2Br)c2ccc(O)cc12	i	0.12
60	CCSc1nc2c(c(=O)[nH]1)C(c1ccncc1)C(C(=O)OC)=C(C)N2 (stereo unspecified)	i	2.39

Part of the list above, screen by screen:
57	CCOC(=O)Cn1nnc(-c2ccc([N+](=O)[O-])cc2)n1
58	O=C(N[C@H](C(=O)O)c1ccccc1)C1CCC(Cn2cnc3ccccc3c2=O)CC1 (stereo partly specified)
Assay by compound,57,58
KCNQ2 inh,i,i
Kir21 block,0.87,1.9

(continued)
No.	SMILES	KCNQ2 inh	Kir21 block
61	COC(=O)c1sccc1N/N=C/c1ccc(OC)c(OC)c1OC	i	0.03
62	COc1ccc(OCC(O)Cn2cnc(-c3ccc(Br)cc3)c2)cc1 (stereo unspecified)	i	0.42
63	COc1ccc(N(CC(=O)NC2CCCCC2)C(=O)CNC(=O)c2cccs2)cc1OC	i	-0.08
64	O=C(COC(=O)COc1ccc(Cl)cc1Br)NCc1cccs1	i	1.12
65	Cc1ccccc1N1CCN(C2CCCN(C(=O)c3cc(CC(C)C)nn3C)C2)CC1 (stereo unspecified)	i	1.43
66	CC1CCCC(=C\c2ccccc2)/C1=N/O (stereo unspecified)	i	-0.93
67	COC(=O)C1=C(O)C(C(=O)OC)C(c2ccc(C)cc2)C(C#N)(C#N)C1c1ccc(C)cc1 (stereo unspecified)	i	-1.93
68	Cn1c(Cn2nnc3ccccc32)nnc1SCC(=O)N1c2ccccc2Sc2ccccc21	i	-1.93
69	COc1ccc(CCNC(=O)C(C)Sc2ccccc2)cc1OC (stereo unspecified)	i	-1.17
70	Cc1cccc(NC(=O)c2cnn(-c3ccccc3)c2C)c1C	i	1.37
71	Cc1cc(C(=O)N/N=C/c2ccc([N+](=O)[O-])cc2)c(C)o1	i	-0.65
72	Cc1ccccc1NC(=O)COc1nsnc1N1CCOCC1	i	0.01
73	COc1ccc(CCNc2ccc([N+](=O)[O-])cn2)cc1	i	-0.16
74	O=C(/C=C/c1ccc(F)cc1)NC(=S)Nc1ccccc1C(=O)NC1CCCCC1	i	-0.04
75	O=[N+]([O-])c1cccc2nc(-c3ccccc3)c(-c3ccccc3)nc12	-7.64*	-0.71
76	CCOC(=O)CC1(C)NC(=O)c2c(C)sc(C(=O)OCC)c2N1 (stereo unspecified)	i	-1.17
77	CCN(CC)/C(=N/S(=O)(=O)c1ccc(C)cc1)c1ccccc1	i	-0.09
78	COc1ccc(CCNC(=O)c2csc3c2CCCC3)cc1	i	0.22
79	O=C(NCC1CCN(Cc2ccc(Cl)cc2)CC1)C1CCCN(c2ncnc3c2nc2n3CCCCC2)C1 (stereo unspecified)	-6.57*	-0.35
80	CC[C@@H](C)[C@@H](C(=O)N1CCN(C(=O)OC(C)(C)C)CC1)n1cc(CCC(=O)O)nn1	i	0.94
81	Cc1cc(C)n(C(=O)c2ccc([N+](=O)[O-])cc2Cl)n1	i	-2.01
82	COC(=O)C(C)NC(=O)CNS(=O)(=O)c1ccc(F)cc1 (stereo unspecified)	i	-0.24
83	Cc1cccc(OCCCC(=O)Nc2nnc(C3CCCO3)s2)c1C (stereo unspecified)	i	0.02
84	O=C(NCc1cccnc1)c1cc2nc(-c3ccc4c(c3)OCO4)cc(C(F)(F)F)n2n1	i	0.69
85	O=C(Oc1c(Cl)cc(Cl)c2ccccc12)N1CCCC1	i	0.55
86	O=c1cc(O)nc(SC23CC4CC(CC(C4)C2)C3)[nH]1	i	-0.65
87	O=S(=O)(c1cccc(-c2nc3n(n2)Cc2ccccc2-3)c1)N1CCCC1	i	-0.19
88	O=C(NCC1COc2ccccc2O1)Nc1ccccc1F (stereo unspecified)	i	0.43
89	COc1ccc(C(O)P(=O)(OC(C)C)c2ccc(N(C)C)cc2)c(OC)c1 (stereo unspecified)	i	0.53
90	COC(=O)c1scc(C)c1N/N=C(\C)c1cc(F)c(Cl)cc1F	i	1.55
91	Cc1ccsc1/C=C1/SC(N2CC(C)OC(C)C2)=NC1=O (stereo unspecified)	i	-0.03
92	COc1cc(C2NC(=O)NC(C)=C2C(=O)OC2CCCCC2)cc(Cl)c1O (stereo unspecified)	i	1.21
93	CC(=O)N1CCN(Cc2nc3cc(NC(=O)c4ccccc4)ccc3n2C)CC1	i	0.82
94	O=C(/C=C/c1ccc2c(c1)OCO2)NCCSCc1cccc(Cl)c1	i	-0.15
95	O=C(CCN1CCCCC1)Nc1cccc(Cl)c1	i	-0.55
96	Cc1nc(NC(=O)c2ccccc2)sc1-c1csc(Nc2ccc(C(=O)O)cc2)n1	i	-0.96
97	COc1cccc(C(=O)NNC(=O)C(=O)Nc2cccc3ccccc23)c1	i	-0.68
98	COc1ccccc1NC(=O)CN1C(=O)NC(C)(C)C1=O	i	0.01
99	COC(=O)c1c(NC(=O)c2ccc(OC(C)C)cc2)sc2c1CC(C)(C)NC2(C)C	i	0.96
100	CC(C)CCC(C(=O)O)C(C)CC(=O)Nc1ccn(-c2ccccc2)n1 (stereo unspecified)	i	1.04
101	COc1ccc(NC(=O)CN(C)C(=O)/C=C/c2ccc(OCc3ccccc3)cc2)cc1	i	0.57
102	Cc1cc(C(=O)OCC(=O)Nc2cccc(S(=O)(=O)N(C)C)c2)c(C)o1	i	2.18
103	C=CCC(C(=O)OC)(C(=O)OC)c1ccc([N+](=O)[O-])cn1	i	-1.31
104	Cc1ccc(-n2nnnc2SCC(=O)NCCC2=CCCCC2)c(C)c1	i	-1.54
105	NC(=O)Cc1ccc(Nc2nnc(-c3ccc(O)cc3)c3ccccc23)cc1	i	-0.81
106	Cc1ccc(-c2nc(SCC(=O)NCC3CCCO3)c(-c3ccccc3)[nH]2)cc1 (stereo unspecified)	i	0.11
107	Cc1ccccc1N1CCN(S(=O)(=O)c2ccc3oc(=O)ccc3c2)CC1	i	-0.62
108	COc1cccc(C(=O)CSc2nc3ccccc3n2CC(=O)N2CCOCC2)c1	i	0.19
109	COc1ccc(C(=O)N/C(=C\c2ccco2)C(=O)NCCN2CCOCC2)cc1	i	-1.63
110	O=c1c(N2CCOCC2)nsn1Cc1ccccc1	i	1.4
111	Cc1ccc(C)c(Cn2nnc3c(=O)[nH]c(C(=O)NCc4ccco4)nc32)c1	i	1.87
112	COc1cc(N(C)C)c(NC(C)=O)cc1C(=O)O	i	0.01
